From PubChem
ABCB6 inh 2 = blocks the human ABCB6 transporter. fluorescence ratio to DMSO, % at 10 µM. K562-ABCB6 porphyrin accumulation, flow cytometry, 1 h; active compounds read low. actives 0.19% (n = 360,000);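 active = fluorescence ratio to DMSO below 75%, the collection mean minus 3 SD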;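 note: signal is porphyrin accumulated inside mitochondria; 100% equals median channel fluorescence of DMSO control wells; lower ratio means ABCB6 inhibition with less porphyrin fluorescence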
PDI inh = PDI (human) enzyme inhibition | P07237 | inhibition, % at 10 µM | PDI insulin aggregation turbidity, A650, 90 min | actives 0.052% (n = 350,000);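 active = mean inhibition across replicates of 30% or more, whatever share of single replicates reach that level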;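 note: absorbance from insulin aggregation driven by PDI reduction with DTT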
MC4R antagonist = human MC4R antagonism in cAMP assay; MC4R-expressing cells, MTII-stimulated cAMP, LANCE TR-FRET; inhibition, % at 6.5 µM; actives 0.48% (n = 360,000); AID 540295;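 active = inhibition above its plate's cutoff, the mean of tested wells on that plate plus 3 SD, cut at about 29% in these data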;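 note: 0% = Melanotan II alone and 100% = Melanotan II plus saturating MCL0020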
Target sequence (P32245 whole entry, looked up): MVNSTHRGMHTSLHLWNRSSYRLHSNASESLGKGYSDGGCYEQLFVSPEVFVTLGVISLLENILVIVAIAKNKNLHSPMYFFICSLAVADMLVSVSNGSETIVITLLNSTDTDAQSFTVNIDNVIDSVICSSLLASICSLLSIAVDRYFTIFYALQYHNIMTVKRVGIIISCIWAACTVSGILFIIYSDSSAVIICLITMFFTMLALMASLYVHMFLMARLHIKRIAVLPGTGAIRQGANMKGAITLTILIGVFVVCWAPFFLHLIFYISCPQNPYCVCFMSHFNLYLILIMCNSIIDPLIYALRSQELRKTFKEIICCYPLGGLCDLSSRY
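material = U2OS cells stably expressing human melanocortin 4 receptor (MC4R) | also added = Melanotan II challenge | dosing = single nominal compound dose of 6.5 µM | detection = TR-FRET with Eu-cAMP and labeled anti-cAMP, 671 nm | replication = singlicate | timing = compound 30 min, challenge 1 h, detection 1 h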
ABHD5-PLIN5 inh = inhibitors of human ABHD5-perilipin-5 interaction; Split G. princeps luciferase complementation, luminescence, 4 h; actives 0.78% (n = 360,000); Q00G26+Q8WTS1; inhibition, % at 4 µM;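 active = inhibition above the mean inhibition across every tested compound plus 3 SD, cut at about 22% in these data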;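 note: 0% = DMSO only wells and the 100% control is not disclosed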
CaV13 FRET inh = Disruptors of the CACNA1D IQ motif to Ca2+-dependent inactivation inhibitor domain association, primary screening, Förster resonance energy transfer in intact living …. HEK cells, CFP/YFP FRET ICDI-IQ, plate reader, 10 min; percent FRET-ratio fall versus neutral wells. inhibition, % at 12.3 µM. actives 0.098% (n = 340,000);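 active = mean replicate inhibition of at least 30% and at least 1% of replicates passing that level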;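 note: 0% = median of the neutral control wells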
Glyco luc inh = blocks N-linked glycosylation in D54 reporter cells | D54 ERlucT glycosylation luciferase reporter, 24 h; percent of 100 nM tunicamycin response | reporter increase, % at 12.5 µM | actives 0.23% (n = 360,000) | AID 588692;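 active = mean luciferase reporter signal, scaled so untreated is 0 and the glycosylation-blocking control 100, at or above a set limit in every replicate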;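 note: luciferase carries N-glycosylation sites so blocking glycosylation raises the light; 0% = median of neutral control wells and 100% = median of 100 nM tunicamycin wells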
Exocytosis inh = blocks lytic granule exocytosis; TALL-104 LAMP-1 surface exposure, flow cytometry; cells stimulated with thapsigargin and PMA; inhibition, % at 10 µM; actives 0.66% (n = 360,000);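 active = inhibition above about 55%, limit read from the data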
m5-HT2A agonist = activates the mouse 5-HT2A serotonin receptor | activation, % at 7.6 µM | AID 624169 | P35363 | CHO-K1 mHTR2A beta-arrestin complementation, luminescence; percent of 30 µM serotonin response | actives 0.66% (n = 360,000);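 active = activation above a run cutoff, the mean activation of all tested compounds plus 3 SD, cut at about 14% in these data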;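 note: 0% = plate median of compound wells and 100% = 30 µM serotonin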
Target sequence (P35363 whole entry, looked up): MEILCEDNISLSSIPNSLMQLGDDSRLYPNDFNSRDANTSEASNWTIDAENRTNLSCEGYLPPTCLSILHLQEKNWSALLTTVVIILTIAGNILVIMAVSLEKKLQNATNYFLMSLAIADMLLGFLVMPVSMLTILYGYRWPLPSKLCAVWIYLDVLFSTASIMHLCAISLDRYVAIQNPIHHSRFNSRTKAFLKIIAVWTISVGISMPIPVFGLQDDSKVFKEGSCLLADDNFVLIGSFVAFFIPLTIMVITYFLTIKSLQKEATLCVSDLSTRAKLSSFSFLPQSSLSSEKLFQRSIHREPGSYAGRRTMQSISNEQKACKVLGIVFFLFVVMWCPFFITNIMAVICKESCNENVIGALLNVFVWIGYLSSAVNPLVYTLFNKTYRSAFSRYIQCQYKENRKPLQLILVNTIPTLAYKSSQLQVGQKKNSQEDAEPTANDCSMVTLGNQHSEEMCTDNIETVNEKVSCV
Cardio protect = protects H9c2 cardiomyocytes from peroxide injury. protection from H2O2 cell death, % at 20 µM. H2O2 injury protection, ATPLite, 2 h. AID 588492. actives 0.63% (n = 360,000);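 active = compounds giving at least 50% protection of heart cells from peroxide-induced death in the single-dose screen, raw or plate-pattern-corrected value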;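 note: 0% = DMSO wells with peroxide and 100% = DMSO wells without peroxide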
MC4R barr agon = human MC4R agonism via beta-arrestin | AID 540308 | U2OS MC4R beta-arrestin complementation, luminescence; percent of melanotan II response, DMSO zero | P32245 | activation, % at 8.9 µM | actives 0.98% (n = 360,000);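 active = activation above a per-plate cutoff, the mean activation of sample wells on that plate plus 3 SD, cut at about 8% in these data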
The depositor's hits bear a star; . = no result given. Random draw from the library; 4.2% or so of the library scored in one or more.

| SMILES | ABCB6 inh 2 | PDI inh | MC4R antagonist | ABHD5-PLIN5 inh | CaV13 FRET inh | Glyco luc inh | Exocytosis inh | m5-HT2A agonist | Cardio protect | MC4R barr agon |
| --- | --- | --- | --- | --- | --- | --- | --- | --- | --- | --- |
| CCOC(=O)c1ccc2nc(NC(NC(C)=O)(C(=O)OC)C(F)(F)F)sc2c1 (centres undefined) | 94 | -3 | 4 | -3 | -9 | -2 | -3 | -2 | 0 | -2.9 |
| Nc1ccccc1C(=O)NCCCN1CCN(c2cccc(Cl)c2)CC1 | 96 | 18 | 0 | 1 | -2 | 1 | 1 | -3 | 6 | -0.1 |
| CCCCn1c(N)c(N(CC(C)C)C(=O)CCN2C(=O)C3CC=CCC3C2=O)c(=O)[nH]c1=O (centres undefined) | 101 | 0 | 13 | -1 | 7 | 1 | -1 | 8 | -3 | 0.3 |
| COc1cccc(CNC(=O)N2CCN(c3ccccc3C)CC2)c1 | 100 | -7 | -4 | -5 | -5 | -2 | 45 | 0 | -3 | 1.9 |
| COC(=O)Cc1c(O)ccn(Cc2ccccc2OC)c1=O | 96 | 5 | 4 | -6 | -5 | 3 | -3 | -1 | 3 | -0.6 |
| COC(=O)c1nc(NC(=O)c2ccc(Cl)cc2)n[nH]1 | 86 | 0 | 14 | -2 | . | 1 | 0 | 6 | 0 | -1.6 |
| Cc1ccc(S(=O)(=O)n2cnc3ccccc32)c(C)c1 | 99 | -1 | 9 | -1 | -5 | 1 | 0 | 1 | 1 | -0.4 |
| CCCCNC(=O)c1ccc2c(SCC(=O)O)c3c(nc2c1)CCCC3 | 101 | -3 | 1 | -2 | -11 | 2 | -2 | 0 | 6 | -0.9 |
| CCNc1nnc(CCn2nc(C)c(Br)c2C)s1 | 90 | -6 | 3 | 2 | -5 | 2 | 0 | 4 | 2 | 0.2 |
| COc1ccc(C(=O)CSc2nc3ccc([N+](=O)[O-])cc3[nH]2)cc1 | 101 | -5 | -2 | -2 | -18 | 0 | -3 | -4 | 5 | -0.7 |
| O=C(CCN1C(=O)/C(=C\C=C\c2ccccc2)SC1=S)Nc1ccccc1C(=O)O | 96 | 8 | -2 | -4 | -5 | 1 | -2 | 7 | -5 | 1.6 |
| CCn1cnc2cc(NCc3nc4ccccc4n3Cc3ccccc3)ccc21 | 100 | 0 | 9 | 9 | -4 | -9 | 0 | -4 | -11 | 0.1 |

The list goes on; the last 3 above are carried over.
| SMILES | ABCB6 inh 2 | PDI inh | MC4R antagonist | ABHD5-PLIN5 inh | CaV13 FRET inh | Glyco luc inh | Exocytosis inh | m5-HT2A agonist | Cardio protect | MC4R barr agon |
| --- | --- | --- | --- | --- | --- | --- | --- | --- | --- | --- |
| COc1ccc(C(=O)CSc2nc3ccc([N+](=O)[O-])cc3[nH]2)cc1 | 101 | -5 | -2 | -2 | -18 | 0 | -3 | -4 | 5 | -0.7 |
| O=C(CCN1C(=O)/C(=C\C=C\c2ccccc2)SC1=S)Nc1ccccc1C(=O)O | 96 | 8 | -2 | -4 | -5 | 1 | -2 | 7 | -5 | 1.6 |
| CCn1cnc2cc(NCc3nc4ccccc4n3Cc3ccccc3)ccc21 | 100 | 0 | 9 | 9 | -4 | -9 | 0 | -4 | -11 | 0.1 |
| COc1ccc(NC(=O)COC(=O)CNC(=O)C2CCCCC2)cc1OC | 99 | 9 | 10 | -16 | -16 | -1 | -3 | -2 | 3 | 1.8 |
| COc1ccc(N=C2SC(CC(=O)Nc3ccccc3F)C(=O)N2Cc2ccco2)cc1 (centres undefined) | 103 | 7 | 9 | 5 | -4 | 1 | 2 | -3 | 0 | 0.3 |
| COc1cc(NC(=O)CN2CCCCCC2)cc(OC)c1 | 101 | 3 | 7 | -2 | -4 | 1 | -8 | 8 | 3 | 0.8 |
| C[C@H](CO)N1C[C@H](C)[C@@H](CN(C)Cc2ccc(-c3ccccc3)cc2)Oc2c(NS(=O)(=O)c3ccc(F)cc3)cccc2C1=O | 93 | 16 | 1 | 6 | -8 | 13 | 4 | 2 | 4 | -1.7 |
| CCOC(=O)c1sc(NC(=O)CCN2CCC(C)CC2)c(C(=O)OCC)c1C | 105 | 7 | 19 | 4 | 0 | -1 | 50 | -2 | -2 | -0.9 |
| C/C(=N\O)c1ccc2c3c([nH]c2c1)CCCC3 | 96 | -4 | 6 | -3 | . | -3 | -3 | 4 | -3 | -1.7 |
| CCN(CC)CCNCc1ccc(Br)cc1OCC(=O)NCc1ccccc1 | 100 | 6 | 11 | 8 | -16 | -4 | 10 | -4 | 6 | 0.1 |
| CCn1cc(S(=O)(=O)N2CCc3ccccc3C2)cn1 | 107 | 2 | 1 | -3 | -2 | 0 | -13 | -5 | 2 | -0.9 |
| O=C(CCNC(=O)C1CCN(S(=O)(=O)c2ccc(F)cc2)CC1)NCc1cccc(Cl)c1 | 97 | -10 | 5 | 1 | -7 | 2 | -1 | 6 | -2 | -0.6 |
| O=C(CN1CCN(Cc2ccccc2)CC1)NCc1ccc(Cl)cc1 | 98 | 1 | 6 | 1 | 6 | -1 | 6 | 0 | 0 | -0.7 |
| COc1ccccc1-c1nc2cc3ccccc3cc2nc1-c1ccccc1OC | 90 | -1 | 0 | -2 | -5 | 1 | -1 | 1 | -2 | -2.9 |
| COC(=O)CCC(=O)OC1(C)C(=O)C=C2C=C(C3CC3)N(Cc3ccccc3)C=C2C1=O (centres undefined) | 92 | -1 | -6 | -13 | -7 | 0 | -8 | 6 | 0 | -1.3 |
| CCOC(=O)C1(CCOC)CCN(Cc2ccncc2)CC1 | 97 | -12 | 4 | -6 | 5 | 2 | 0 | -4 | -3 | -1.5 |
| COc1ccccc1N1C(=O)CC(N(O)c2ccccc2)C1=O (centres undefined) | 102 | 15 | 20 | -5 | -2 | -1 | 0 | 0 | 0 | 3.0 |
| CCCCNc1nc2c(c(=O)n(Cc3ccccc3)c(=O)n2C)n1C | 102 | 4 | 8 | 2 | -3 | 0 | -9 | 9 | 13 | 0.8 |
| O=C(CNc1cc(S(=O)(=O)N2CCCC2)ccc1OCC(F)(F)F)Nc1cccc(C(F)(F)F)c1 | 93 | -1 | 0 | 4 | -5 | -3 | 0 | 1 | -14 | 3.3 |
| CN(CC(=O)Nc1ccccc1Cl)C(=O)c1cc(C2CC2)nn1-c1ccccc1 | 96 | 9 | 6 | -3 | -2 | -1 | -8 | -3 | -1 | -0.3 |
| O=C(Nc1ccc(Cl)cc1C(=O)N1CCCCC1)c1ccco1 | 101 | 4 | -1 | 6 | -7 | 3 | 0 | 12 | 2 | -1.7 |
| COc1ccc(NC(=O)CC2C(=O)N(c3ccc(OC)cc3)C(=O)N2CCc2cccs2)cc1 (centres undefined) | 99 | 6 | 4 | -6 | -3 | 1 | 1 | 4 | -1 | -1.8 |
| CN(C)C(=O)c1ccc(NC(=O)COC(=O)C2(c3ccccc3)CCCC2)cc1 | 103 | -11 | 3 | 17 | -6 | -3 | 76* | 0 | -6 | 1.5 |
| CC1CCN(CCc2nc3cc(NS(=O)(=O)c4ccccc4)ccc3n2C)CC1 | 100 | 1 | 11 | 11 | -6 | -11 | 1 | -8 | 2 | -2.2 |
| OCC#CCSc1nnc(-c2ccncc2)o1 | 98 | -10 | -4 | 15 | . | -1 | 2 | 0 | 5 | 3.2 |
| O=C(Nc1nnc([C@@H]2C[C@H](O)[C@@H](CO)O2)s1)c1ccc(Oc2ccccc2)cc1 | 103 | 8 | 5 | 12 | -4 | 2 | -4 | -1 | 0 | 0.2 |
| CCc1nc2c(OCC(=O)c3ccc(Cl)cc3Cl)cccn2c1N(C)C(=O)c1ccncc1 | 95 | 2 | -2 | 10 | -5 | 0 | -16 | 6 | 2 | -1.4 |
| FC(F)(F)c1ccccc1NC(=S)N1CCCC1 | 95 | -4 | -2 | -4 | -5 | 0 | -3 | -5 | 0 | 0.3 |
| COc1ccc(N2CCN(Cc3cc(OC)c(O)c([N+](=O)[O-])c3)CC2)cc1 | 102 | 4 | -8 | 1 | -5 | -1 | -6 | -3 | 5 | -1.7 |
| C[C@@H]1CC=C[C@@H]2[C@H]1C(=O)N(Cc1ccccc1)[C@H]2c1cccc(Br)c1 | 96 | 1 | -3 | 2 | -6 | -8 | 0 | -2 | -18 | -1.5 |
| CN(C)S(=O)(=O)c1ccc(C(=O)NCc2cccs2)cc1 | 95 | 4 | 3 | 1 | -8 | 1 | -4 | 2 | -7 | -2.7 |
| C=CCn1cc(/C=N/N2C(=O)C3C4C=CC(C4)C3C2=O)c2ccccc21 (centres undefined) | 104 | 10 | -6 | -5 | -5 | -4 | -2 | 5 | 2 | -1.1 |
| CC(NC(=O)COc1ccc(S(=O)(=O)N2CCCC2)cc1)c1ccccc1 (centres undefined) | 100 | 9 | 15 | -3 | -2 | -1 | 13 | -5 | 4 | -0.4 |
| CCOc1ccc(C(=O)N2CCN(c3ccccc3)CC2)cc1 | 96 | -6 | 5 | 3 | -4 | 0 | 0 | -1 | 7 | -1.8 |
| CCOc1ccc2ccccc2c1C1NC(=O)N(C)C(C)=C1C(=O)OCCOC (centres undefined) | 91 | 20 | 1 | 11 | -14 | -1 | -10 | 3 | -5 | 1.8 |
| O=C(CNc1cc(S(=O)(=O)N2CCOCC2)ccc1N1CCCC1)N1CCc2ccccc21 | 119 | -4 | 8 | 0 | . | -3 | -3 | -2 | -4 | -3.0 |
| CN(C)S(=O)(=O)c1cccc(NC(=O)COC(=O)/C=C/c2ccc([N+](=O)[O-])cc2)c1 | 96 | 4 | 7 | -2 | 4 | 1 | 4 | -2 | -21 | -4.3 |
| COC(=O)c1c(NC(=O)COC(=O)C2CCC2)sc(C)c1C | 102 | 1 | -3 | 5 | -5 | 5 | 0 | 3 | 3 | -1.8 |
| CN1/C(=C/c2cccc[n+]2CCO)Sc2ccccc21 | 115 | -8 | 9 | -3 | -20 | 4 | 0 | -6 | 2 | 0.3 |
| CN1C[C@@H]2[C@@H]3C(=O)N(C)C(=O)[C@@H]3[C@](C)(C1=O)N2C(=O)c1ccc(C(C)(C)C)cc1 | 101 | 7 | 10 | 1 | -10 | 2 | -6 | -2 | 2 | -1.6 |
| O=C(O)c1ccc(CSCc2c(F)cccc2Cl)o1 | 95 | 2 | 12 | 5 | -8 | 3 | -6 | 1 | 4 | -0.3 |
| CC(C)CN(CCNC(=O)CN1C(=O)COc2ccc(S(=O)(=O)N3CCC(C)CC3)cc21)CC(C)C | 104 | -1 | 22 | 5 | -5 | -5 | -4 | -6 | -1 | 1.4 |
| CCN(CC(=O)Nc1c(F)cccc1F)C(=O)c1ccc(Sc2nncn2C)c([N+](=O)[O-])c1 | 102 | 1 | 11 | -4 | -7 | 0 | 6 | -2 | -2 | -1.1 |
| Oc1c(C(c2ccco2)N2CCC3(CC2)OCCO3)sc2ncnn12 (centres undefined) | 103 | . | 9 | 12 | -6 | 4 | -5 | -4 | 2 | 0.4 |
| CC(C)CN(CC(C)C)C(=O)CC(=O)NC(=O)c1ccc(Cl)cc1 | 93 | 4 | -2 | 1 | -6 | 2 | -1 | -1 | -5 | -1.1 |
| CC(=O)c1ccc(N2CCN(c3ccccc3O)CC2)c([N+](=O)[O-])c1 | 97 | -4 | -9 | -1 | -5 | 4 | 37 | 5 | -8 | -1.6 |
